# Screens deposited in PubChem BioAssay by National Center for Advancing Translational Sciences (NCATS).
# Abeta yeast res = compounds reversing amyloid beta toxicity in yeast; yeast expressing A-beta42, growth rescue, OD600, 48 h; response scale: 0% DMSO, 100% iron-clioquinol control; Potency, µM (series often up to 46.1 µM), for inactives: top-dose growth rescue, usual class: activators; 0.063% of 410,000 active; note: potency is the fitted concentration of half-maximal effect; nearly all actives have a fitted effect of over 55% in size
#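 Growth rescue measured by 600 nm absorbance after 48 h yeast culture at 30 C with compound. Values normalized between DMSO and an equimolar ferric chloride plus clioquinol control.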
# TDP-43 yeast inh = rescues yeast growth from TDP-43 toxicity | Potency, µM (highest dose often 46.1 µM), without a hit: top-dose growth rescue (activation), actives largely listed as activators | 1.8% of 410,000 active | TDP-43 expressing yeast growth rescue, BacTiter-Glo, 24 h; note: potency is the fitted concentration of half-maximal effect; % of control where 0% means no effect; nearly all actives have a fitted effect of over 50% in size
#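 Readout is BacTiter-Glo luminescence of cell growth, so inhibitors register as activators. TDP-43-expressing yeast at OD600=0.02 in galactose medium, after raffinose pregrowth to mid-log, were incubated with compound for 24 hr at 30 deg C.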
# DRD3 antagonist = blocks the human D3 dopamine receptor; P35462; D3R cells, DiscoveRx beta-arrestin luminescence, antagonist mode; hits give low values; max response, negative = inhibition, %; 2.5% of 360,000 active; AID 652054; in the data active = max response below about -50%; inconclusive = no clear call, values can overlap the other calls; note: % is set by controls: 0 for no effect and ±100 for the full control effect; mostly tested at two doses, the higher about 12 µM
# Target sequence (P35462 whole entry, looked up): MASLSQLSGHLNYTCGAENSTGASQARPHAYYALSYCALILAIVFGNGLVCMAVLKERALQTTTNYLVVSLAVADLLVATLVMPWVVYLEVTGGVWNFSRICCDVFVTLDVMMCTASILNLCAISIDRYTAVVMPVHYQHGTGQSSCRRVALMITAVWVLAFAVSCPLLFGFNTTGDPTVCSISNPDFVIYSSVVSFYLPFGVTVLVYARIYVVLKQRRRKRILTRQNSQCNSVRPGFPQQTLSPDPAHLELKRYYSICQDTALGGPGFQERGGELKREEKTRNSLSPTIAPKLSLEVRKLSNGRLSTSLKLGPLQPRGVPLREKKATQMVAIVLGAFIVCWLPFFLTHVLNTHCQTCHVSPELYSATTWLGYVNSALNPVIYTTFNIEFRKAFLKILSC
#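 Cells expressing the human receptor were seeded at 1500 cells/well, incubated overnight at 37 degrees C in 5% CO2, then exposed to library compounds with dopamine controls for 90 minutes at 37 degrees C before luminescent detection.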
# FUS yeast rescue = FUS proteinopathy suppression in yeast; S. cerevisiae FUS-expressing, growth rescue, OD600, 24 h; Potency, µM (titrated, usually from 76.6 µM), for inactives: at the top dose growth rescue (activation), usual class: activators; 0.24% of 390,000 active;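 note: potency is the fitted concentration of half-maximal effect; plate controls were DMSO vehicle for no effect and reference control for full effect; nearly all actives have a fitted effect of over 55% in size; some results filed as inactive show a strong effect at the top dose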
#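 Galactose (2%) drives FUS expression in yeast precultured in raffinose; seeding density OD 0.005. Test compounds incubated 24hr at 30C and 99% humidity before absorbance at 600 nm was measured.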
# aSyn rescue = alpha-synuclein toxicity inhibition in yeast. 0.14% of 370,000 active. Potency, µM (series often up to 46.1 µM), inactives show top-dose growth rescue (activation), actives largely listed as activators. Yeast expressing alpha-synuclein, growth rescue, BacTiter-Glo, 24 h; note: potency is the fitted concentration of half-maximal effect; % of control where 0% means no effect; nearly all actives have a fitted effect of over 65% in size
#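 Galactose-induced alpha-syn yeast (OD600=0.02, raffinose-pregrown) + pinned cpd, 24 hr, 30 deg C; growth by BacTiter-Glo luminescence. Growth restoration scores as activation.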
# EPAC2 agonist = EPAC2 (human) agonism; Q8WZA2; Potency, µM (doses to about 154 µM), without a hit: top-dose activation, hits mostly activators; 0.079% of 360,000 active; EPAC2 activation, biochemical qHTS; response scale: 100% = 6.5 mM cAMP response; note: potency is the fitted concentration of half-maximal effect; nearly all actives have a fitted effect of over 50% in size
#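 Fluorescence exchange assay: 100 nM EPAC2 with 250 nM RAP1B-BODIPY-GDP and 50 uM GDP; compounds tested as a concentration-titration series (qHTS). Loss of Rap1-bound BODIPY-GDP fluorescence read at 480/540 nm; data normalized to 6.5 mM cAMP.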
# DRD3 agonist = activates the human D3 dopamine receptor; P35462; D3R DiscoveRx beta-arrestin cells, luminescence, 90 min; max activation, %; 0.58% of 410,000 active; in the data active = max activation above about 30%; note: 0% is about no effect; mostly tested at two doses, the higher about 12 µM
#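 Agonist mode: compounds and dopamine controls were applied to plated cells for 90 min at 37 degrees C after an overnight attachment at 1500 cells/well. Luminescent read-out followed 30 - 60 minutes at room temperature with DiscoveRx detection reagent.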
# EPAC2 antag = EPAC2 (human) antagonism; Q8WZA2; EPAC2 GEF exchange of Rap1B-BODIPY-GDP, fluorescence; Potency, µM (highest dose often 114 µM), without a hit: at the highest dose activity, negative = inhibition, hits mostly inhibitors; 0.18% of 360,000 active; note: potency is the fitted concentration of half-maximal effect; % is set by controls: 0 for no effect and ±100 for the full control effect; nearly all actives have a fitted effect of over 45% in size; many of its hits are not listed in these tables
# An asterisk follows results filed as active; ? = inconclusive; / = no result given; & = joins results of further samples; [ ] = another dose, or the depositor's remark. Unless noted, calls come from the whole dose curve; as a rule, active = well fitted curve in the direction sought with a large enough effect; inconclusive = small, poorly fitted or top-dose-only effect, or another doubt; inactive = no such curve, though single readings can be large; an effect the other way counts as inactive or inconclusive. This is a subset; rates above refer to the full screens.
compound	Abeta yeast res	TDP-43 yeast inh	DRD3 antagonist	FUS yeast rescue	aSyn rescue	EPAC2 agonist	DRD3 agonist	EPAC2 antag
CC(C)OC(=O)CSc1nc(Cc2ccccc2)nc2ccccc12	4%	15%	18	-13%	18%	8%	7	?
Cc1cccc(C)c1NC(=O)Cn1c(=O)n(CCC(=O)NCc2ccc3c(c2)OCO3)c(=O)c2sccc21	-5%	17%	/	-6%	/	/	8	/
COc1ccc(-c2coc(CCC(=O)N3CCN(c4cc(C)ccc4C)CC3)n2)cc1	-3%	24%	20	35%	8%	12%	11	-13%
N/C(=N\OC(=O)c1cccs1)c1cccc(Br)c1	-62%[inhibitor]	-87%[inhibitor]	-5	-1%	-67%[inhibitor]	15%	2	-15%
COc1cc(NC(=O)CSc2ncnc3c2cnn3Cc2ccccc2)cc(OC)c1	10%	-17%	-12	8%	1%	17%	-3	-6%
Cc1ccc(/C=N/n2c(C3CCCCC3)n[nH]c2=S)cc1	?	0%	-13	9%	3%	-5%	-1	2%
O=C(NCC(c1ccc(F)cc1)N1CCOCC1)c1ccc(Br)o1 (stereo unspecified)	-9%	-9%	-17	2%	-9%	0%	-5	-13%
Cc1ccccc1OC(=O)c1cc(-c2ccc3c(c2)OCCO3)on1	-12%	16%	/	45%	/	/	4	/
COc1ccc(OC)c(S(=O)(=O)Nc2c(C)nn(C)c2C)c1	-13%	2%	-11	-9%	-6%	8%	-3	-6%
O=[N+]([O-])c1cccnc1Oc1ccc(OCc2ccccc2)cc1	-4%	24%	-5	-9%	-6%	15%	-1	-1%
CCOc1ccc(CNC(=O)C2CCN(S(=O)(=O)c3ccc4c(ccn4C)c3)CC2)cc1	1%	0%	/	?	/	/	15	/
O=C(C/C=N/OCc1ccccc1F)c1cnc(-c2ccc(Cl)cc2)s1	9%	15%	22	-2%	20%	0%	0	0%
Cc1ccccc1-n1c(SCC(=O)c2c(N)n(C)c(=O)n(C)c2=O)nnc1-c1cccnc1	0%	-3%[0.397 µM]	15	15%	-4%	-1%	7	-6%
CCn1cc(C(=O)N[C@@H](CCSC)C(=O)NCCOC)c(=O)c2cc3c(cc21)OCO3	0%	-12%	-1	2%	-4%	-3%	7	9%
O=C(Nc1ccc(F)cc1F)c1ccc(CN2CC(=O)N3CCCCC3C2=O)cc1 (stereo unspecified)	-14%	-12%[9.22 µM]	/	-2%	/	/	-10	/
C=CCNC(=O)COc1cc(C)cc(C)c1C	0%	7%	5	-5%	-8%	2%	-3	-5%
COc1ccc2[nH]c(C)c(CCNC(=S)Nc3ccccc3C)c2c1	2%	-15%	-10	4%	-1%	13%	-3	5%
Cc1cc(C)c2oc(-c3cccc(NC(=O)c4cccc(F)c4)c3C)nc2c1	-8%	21%	/	-23%	-7%	/	0	/
CC(=O)NC(c1ccccc1)c1nc(-c2ccccc2C)cs1 (stereo unspecified)	6%	?	-14	-7%	-5%	11%	-2	-22%
CCOc1ccc(NCc2nnc(SCC(=O)Nc3cc(C)on3)n2-c2ccccc2OC)cc1	8%	-12%	-2	24%	1%	-17%	-5	13%
CC(C)CCN1CCN(Cc2ccc(Sc3nncn3C)o2)CC1CCO (stereo unspecified)	9%	10%	10	/	0%	-6%	-6	1%
CSc1nnc(-c2ccc(C(F)(F)F)nc2C)o1	0%	-13%	-5	0%	4%	15%	3	8%
CC1=CC(C)(C)N(C(=O)CSc2nncn2C)c2ccccc21	13%	-28%	-18	-3%	-2%	3%	9	14%
O=C(c1cc(-c2ccccc2)nc2ccccc12)N1CCN(c2ccccn2)CC1	-7%	16%	7	8%	0%	-2%	6	-12%
COc1ccc2sc(-c3ccc(N(C)C)cc3)c(C#CCCO)c2c1	0%	35µM*	122	?	7%	12%	32*	-5%
CCc1nc2ccc(C(=O)NCc3ccc4c(c3)OCO4)cn2c1N(C)Cc1cccs1	14%	17%	?	13%	-6%	0%	-11	4%
O=C(NCCC1CCCCN1S(=O)(=O)c1ccc(Cl)cc1)C(=O)NCc1cccnc1 (stereo unspecified)	-10%	-26%	14	11%	-3%	9%	21	-2%
O=C(CCSc1ccc(Cl)cc1)NN=C1CCCCCC1	13%	1%	6	6%	-5%	1%	1	-14%
COc1ccc(C2C(=O)N(C3CCCCCC3)CC(=O)N2Cc2ccccc2)cc1 (stereo unspecified)	8%	-3%	/	2%	/	/	-14	/
CCCCOCCCNC(=O)c1ccc(OC)cc1	13%	23%	27	-27%	-1%	1%	2	3%
CCS(=O)(=O)n1c(Cc2cccs2)nc2ccccc21	-5%	-2%	?	12%	-4%	-3%	-13	-18%
O=C(O)c1cccc(N2C(=O)c3cccc4c(Cl)ccc(c34)C2=O)c1	-1%	7%	1	20%	1%	1%	-4	-32%
Cc1ccc(CCNC(=O)C(C)n2nc(C)c3c(C)n(-c4ccc(C)cc4)nc3c2=O)cc1 (stereo unspecified)	-4%	8%	/	24%	/	/	-13	/
COc1ccc(NC(=O)CN(C)S(=O)(=O)c2ccc3[nH]c(=O)oc3c2)cc1	-17%	-8%	-24	-3%	-10%	16%	0	-5%
O=C(Nc1ccc(F)cc1Cl)c1ccc2c(=O)n3c(nc2c1)CCCCC3	-22%	-16%	12	15%	-2%	-7%	-7	19%
Cc1ccccc1C1c2[nH]c3ccccc3c2C[C@H]2C(=O)N(c3ccccc3C(=O)NCCN3CCOCC3)C(=O)N12 (stereo partly specified)	2%	30%	-15	?	-2%	9%	-5	-5%
CCn1cc(Cl)c(C(=O)Nc2cccc(C(F)(F)F)c2)n1	-13%	?	2	0%	1%	2%	3	-14%
Cn1c(=O)c2cc(NC(=O)Cc3ccccc3F)ccc2n1C/C=C/c1ccccc1	-5%	19%	16	5%	1%	8%	-4	-5%
CC(C)Nc1ncnc2c1ncn2[C@H]1CN(Cc2ccncc2)C[C@@H](CO)O1	-11%	0%	4	-12%	-7%	5%	6	7%
CCOc1nc(C)ccc1-c1noc(C)n1	-7%	4%	-17	11%	1%	8%	-2	-4%
Cc1onc(-c2c(F)cccc2Cl)c1C(=O)NCc1ccco1	7%	18%	0	-3%	3%	-4%	5	3%
O=C(CCC(=O)N1CCOc2ccccc21)NCc1cccs1	-4%	10%	/	17%	/	/	-11	/
CCOC(=O)c1c(NC(=O)Cn2cnc([N+](=O)[O-])n2)sc2c1CCC(C)C2 (stereo unspecified)	9%	5%	15	11%	2%	-24%	0	0%
Cc1cccc(C(=O)NCC(c2ccco2)N(C)C)c1 (stereo unspecified)	4%	-3%	-3	-10%	-4%	4%	-18	3%
CCOc1ccc(CCNC(=O)c2nn(C)c3c2CS(=O)(=O)c2ccccc2-3)cc1	-7%	-5%	48	-5%	-6%	11%	3	-4%
O=C1CCCN1CC(O)CS(=O)(=O)Cc1ccc(Cl)c(Cl)c1 (stereo unspecified)	-14%	19%	-4	-27%	0%	2%	4	3%
c1cncc(-c2ccc3ncnc(NCc4cccs4)c3c2)c1	-9%	/	/	-12%	/	10%	/	9%
CC1CCN(CC(=O)N2CCCc3c2c(=O)oc2ccc(OCc4ccccc4)cc32)CC1	-27%&-13%	-21%&-36%	?	-26%&-7%	1%	5%	-20&-4	-16%

# Compound profiles, as listed above. Order of screens: Abeta yeast res, TDP-43 yeast inh, DRD3 antagonist, FUS yeast rescue, aSyn rescue, EPAC2 agonist, DRD3 agonist, EPAC2 antag
# CCn1cc(Cl)c(C(=O)Nc2cccc(C(F)(F)F)c2)n1 reads -13%, ?, 2, 0%, 1%, 2%, 3, -14%
# CCn1cc(C(=O)N[C@@H](CCSC)C(=O)NCCOC)c(=O)c2cc3c(cc21)OCO3 reads 0%, -12%, -1, 2%, -4%, -3%, 7, 9%

# Other entries follow.
compound	Abeta yeast res	TDP-43 yeast inh	DRD3 antagonist	FUS yeast rescue	aSyn rescue	EPAC2 agonist	DRD3 agonist	EPAC2 antag
O=C1C(Cl)=C(Nc2ccccc2)C(=O)c2ccccc21	1%	-2%	-74*	/	-9%	-1%	-49	4%
CSc1nc2ccccc2cc1/C=C(\C#N)c1cccc(Cl)c1	7%	15%	-12	-13%	9%	3%	-4	-2%
CC(C)c1ccc(NC(=O)COc2ccccc2)cc1	2%	10µM*	1	-1%	-7%	5%	-3	0%
O=C(O)c1ccc(C(S(=O)(=O)c2ccccc2)S(=O)(=O)c2ccccc2)cc1	-3%	27%	7	6%	-1%	4%	1	1%
CN(CC(=O)Nc1ccc(Cl)cc1)C(=O)CCc1ccccc1	26%	-4%	-2	7%	3%	5%	-8	-2%
CC1CCCN(S(=O)(=O)c2cc3c(cc2Cl)NC(=O)CO3)C1 (stereo unspecified)	-11%	?	/	-22%	/	/	-7	/
COc1ccccc1C(C[N+](=O)[O-])c1c(N)n(C)c(=O)n(C)c1=O (stereo unspecified)	-65%[inhibitor]	-93%[inhibitor]	0	8%	-71%[inhibitor]	2%	-7	11%
CC(C)C(=O)Nc1cccc(C(=O)Nc2ccc3c(c2)OCO3)c1	10%	-2%	-12	40%	8%	0%	-2	12%
CCOC(=O)C1(C)C=C(Nc2ccc(OC)cc2)C(=O)N1c1ccc(OC)cc1 (stereo unspecified)	1%	-6%	-2	-6%	-8%	3%	-7	12%
Cc1nc(N)sc1-c1nnc(SCC(=O)Nc2nccs2)n1C	16%	9%	-5	11%	4%	6%	2	-8%
COc1cccc(OCc2cc(/C=N/NC(=O)c3ccn[nH]3)ccc2OC)c1	1%	?	16	34%	19%	8%	5	-1%
CC(C)C[C@H]1CNC(=S)N1CC1CCCN1C[C@H](Cc1ccccc1)N1C[C@H](Cc2ccc(O)cc2)N(CC2CCCCC2)C1=S (stereo partly specified)	19%	28%	0	?	-34%[inhibitor]	-1%	-18	-8%
CCC(C)c1ccccc1NC(=O)C(C)N(C)Cc1cccc(OC)c1 (stereo unspecified)	13%	/	?	7%	-10%	8%	-3	?
Cc1onc(-c2c(Cl)cccc2Cl)c1C(=O)NCc1ccc(S(N)(=O)=O)cc1	13%	-2%	0	-19%	5%	6%	-12	7%
CCOc1ccc2nc(SCC(=O)NC(=O)C(C)C)sc2c1	11%	17%	-1	18%	0%	3%	-2	-8%
CC(=O)c1ccc(OCc2cc(C(=O)NCCn3nc(C)cc3C)no2)cc1	-7%	-23%	1	/	9%	5%	1	10%
CCN(Cc1ccccc1)C(=O)COc1cc(=O)n(CC)c2ccccc12	12%	-1%	-10	?	8%	-5%	-4	-7%
